# Assay outcomes deposited in PubChem by several laboratories.
# TNAP activators: human TNAP enzyme activators, primary screen, biochemical, luminescent, no phosphate acceptor, uHTS (AID 1001); activation fold at 20 µM, or EC50 in µM where a hit was titrated; purified TNAP, luminescent activation assay, no phosphate acceptor; higher activation fold means a stronger effect; 200,000 tested, 0.03% active; in the data active means activation fold from about 3, or a potency from the dose series; inactive means the rest, 99 in 100 with activation fold below about 1.6; further: many of its hits are not listed in these tables
# KOR beta-arrestin-1: KOR agonists, beta-arrestin recruitment, primary screen, cell-based, luminescence, uHTS (AID 1777); activation, % at 10 µM; hits with a dose series show EC50 in µM; KOR beta-arrestin recruitment, luminescence; higher % means a stronger effect; 280,000 tested, 0.02% active; in the data active means activation above about 50%, passing the limit was not always enough; further: a part of the inactive calls stands beside numbers as strong as those of hits
# NTR1 ag: agonists of NTR1, primary screen, imaging, U2OS cells, beta-arrestin-GFP, high content (AID 493036). NTR1-U2OS beta-arrestin-GFP spot imaging, agonist mode. P30989. 330,000 tested, 0.17% active. activation, % at 20 µM;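 active means activation at or above 40% of the spot to cytoplasm intensity ratio, with at least 20 cells analyzed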;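 further: 0% = DMSO without peptide and 100% = 100 nM NTR1 peptide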
# Target sequence (P30989 whole entry, looked up): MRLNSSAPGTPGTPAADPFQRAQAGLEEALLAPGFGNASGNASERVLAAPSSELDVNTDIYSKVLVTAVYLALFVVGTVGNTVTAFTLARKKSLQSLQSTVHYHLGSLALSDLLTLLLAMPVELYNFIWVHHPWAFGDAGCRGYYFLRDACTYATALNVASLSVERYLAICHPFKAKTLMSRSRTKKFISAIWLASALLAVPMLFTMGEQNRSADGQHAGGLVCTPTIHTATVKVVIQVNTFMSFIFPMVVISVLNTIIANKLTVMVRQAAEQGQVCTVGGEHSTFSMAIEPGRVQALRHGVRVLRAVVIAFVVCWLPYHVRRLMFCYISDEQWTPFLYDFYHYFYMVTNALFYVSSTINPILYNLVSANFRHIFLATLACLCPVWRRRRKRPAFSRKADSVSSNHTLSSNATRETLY
# CSM14.1 death rescue: protection against thapsigargin-triggered cell killing – 384-well, CSM14.1, ATP luminescence, primary screen (AID 1222). CSM14.1 thapsigargin-induced death rescue, ATP luminescence; higher % means a stronger effect. 190,000 tested, under 10 active. cellular ATP content (survival), % at 20 µM; hits with a dose series show EC50 in µM;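 active means EC50 below 50 µM in the dose-response confirmation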;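 further: death triggered by thapsigargin at about 15 µM added after 2 h compound pretreatment; cell ATP read after overnight thapsigargin exposure of roughly 18 to 22 hours; normalized against plate controls of thapsigargin alone and 5% DMSO vehicle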
# HEK293 NOD2/NF-kB: inhibition of NOD2-driven NF-kB reporter – cell-based, luminescence, uHTS, HEK293 (AID 1566); HEK293 NOD2/NF-kB luciferase reporter, luminescence; higher % means a stronger effect; 290,000 tested, 0.63% active; one-dose inhibition, % at 4 µM; EC50 in µM for titrated hits; further: many of its hits are not listed in these tables
# KOR beta-arrestin-2: kappa opioid receptor blockers – cell-based, luminescence, uHTS (AID 1778); 290,000 tested, 0.091% active; inhibition, % at 10 µM; hits with a dose series show IC50 in µM; KOR beta-arrestin recruitment, luminescence, antagonist mode; higher % means a stronger effect; further: strong numbers were not always called active
# NOD1 NF-kB reporter: inhibition of NOD1-driven NF-kB reporter – cell-based, luminescence, uHTS, primary screen (AID 1578); NOD1-driven NF-kB luciferase reporter cells, luminescence; higher % means a stronger effect; inhibition, % at 4 µM, or EC50 in µM where a hit was titrated; 290,000 tested, 1% active; in the data active means inhibition mostly above about 36%, no sharp cut-off; inactive means mostly below about 34%;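 further: HEK-293T reporter cells stimulated with the NOD1 agonist gamma-tri-DAP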
# GPR55 beta-arrestin: GPR55 agonists via beta-arrestin recruitment, primary screen, imaging, U2OS cells, beta-arrestin-GFP redistribution (AID 1961). U2OS GPR55 beta-arrestin-GFP redistribution imaging; higher % means a stronger effect. activation, % at 10 µM, or EC50 in µM where a hit was titrated. 290,000 tested, 0.048% active;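 active means activation above 40% with more than 50 cells counted in the well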;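 further: U2OS osteosarcoma cells stably expressing GPR55 and beta-arrestin-GFP; plate controls were DMSO negative control for no effect and LPI positive control for full effect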
# Yfh1-depleted yeast: mitochondrial function rescue without frataxin homolog – Friedreich's ataxia, plus single-dose screen, dose response (AID 1465); fold induction at 50 µM; hits with a dose series show EC50 in µM; S. cerevisiae Yfh1-off respiration, WST-1 reduction, 72 h; higher fold induction means a stronger effect; 220,000 tested, 0.074% active;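 active means fold induction of absorbance versus untreated yeast above a set limit, then at least 30% activation at any dose in follow-up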;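 further: activators that raise dye reduction in frataxin-depleted yeast; strong numbers were not always called active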
# NTR1 ag cell count 20 µM: recorded beside NTR1 ag, whose call it bears; cell count; measured here: cell count, cytotoxicity flag
# An asterisk follows results filed as active; i = inactive; / = not tested or not shown; [ ] = remark or other dose. Unless noted, no stated cut-off is given here; in the data, active means inhibition above about 50%; inactive means the rest.
canonical_smiles,NTR1 ag cell count 20 µM,GPR55 beta-arrestin,Yfh1-depleted yeast,TNAP activators,HEK293 NOD2/NF-kB,CSM14.1 death rescue,KOR beta-arrestin-2,KOR beta-arrestin-1,NOD1 NF-kB reporter,NTR1 ag
Cc1onc(-c2ccccc2)c1C(=O)NC(=S)Nc1sc2c(c1C#N)CCCC2,93,-0.3%,i,1.1,14%,-1.7%,28%,2.6%,2%,4.7
Cc1cc(C)n(CC(O)CN(c2ccccc2)S(=O)(=O)c2ccc3ccccc3c2)n1 (stereo not drawn),43,0.7%,i,0.8,19%,1.1%,3%,-0.2%,-13%,-1.4
Cc1ccc(-c2nn3nnnc3c3ccccc23)cc1,42,-0.3%,i,1,18%,-0.3%,-22%,1.6%,-15%,-0.8
CSc1cnc2c(N)nc(N(C)C)nc2n1,87,-0.5%,i,1.1,6%,-3.4%,1%,0.6%,-11%,0.1
COc1ccc(-c2c(NC(=O)c3ccco3)oc3c(C)cccc3c2=O)cc1,49,-0.2%,/,/,-1%,/,8%,9.2%,-20%,0.3
CCOC(=O)CSC1=C(C#N)C(c2ccc(C)s2)CC(=O)N1 (stereo not drawn),44,-0.2%,i,1.2,-15%,-1.4%,-7%,-8.2%,-12%,2.9
Cc1ccc(S(=O)(=O)c2c(C)nn(C(C)(C)C)c2OC(=O)CC(C)C)cc1,56,-0.3%,i,1.1,-14%,0.1%,-13%,-5.3%,8%,3.6
CCc1[nH]c(=O)[nH]c1C(C)S(=O)(=O)c1ccc(C)cc1 (stereo not drawn),35,-0.6%,i,1.1,8%,-0.4%,-1%,-0.7%,-15%,-0.3
O=C(O)CSc1ccc2nnc(-c3cccnc3)n2n1,91,-0.3%,i,1.1,14%,1.5%,-4%,-5.4%,-17%,0.5
COc1ccc(OC)c(NC(=O)Nc2cnccn2)c1,71,0.3%,/,/,-2%,/,7%,1.8%,-12%,0.4
O=C(Cn1ncc2c(=O)oc3ccccc3c21)NCC1COc2ccccc2O1 (stereo not drawn),65,-0.1%,i,1.1,7%,-0.5%,19%,-3.1%,2%,-0.6
Cc1cccc(N2C(=O)C3C4C=CC(C4)C3C2=O)c1 (stereo not drawn),42,0.6%,i,1,13%,1.0%,5%,-1.3%,1%,-1.0
Cc1ccc(Cn2c(O)c(N=O)c3ccccc32)cc1,81,0.5%,i,1,-136%,-0.1%,-50%[20 µM],25%,20%,-1.2
NNC(=O)CCS(=O)(=O)c1ccc2ccccc2c1,82,0.0%,i,1.1,-2%,5.3%,-36%,5.1%,-16%,-2.6
CC(C)c1ccccc1NC(=O)COC(=O)c1ccc(Cl)c(S(=O)(=O)N2CCCCCC2)c1,56,-0.2%,i,1.1,12%,-0.9%,-15%,-0.3%,-13%,5.2
Cc1csc(SCc2nnc(-c3ccc(Cl)cc3)o2)n1,42,-0.1%,i,0.9,-134%,1.9%,-25%,0.8%,-60%,0.0
COc1ccc(C(=O)Nc2ccc(C3(C#N)CCCC3)cc2)cc1OC,65,0.4%,/,/,-10%,/,-3%[20 µM],-5.9%,-54%,0.7
CCC(=O)Nc1nonc1-c1nc2ccccc2n1CC(C)C,47,-0.1%,/,1,21%,-2.4%,37%,2.1%,18%,3.2
O=C(O)c1c(NC(=O)N2CCCC2)sc2c1CCCC2,81,-0.1%,/,/,-17%,/,3%,0.1%,-12%,0.7
COc1ccc(OC)c(S(=O)(=O)N2CCCC(C(=O)NCCN3CCOCC3)C2)c1 (stereo not drawn),58,-0.1%,/,/,10%,/,-28%,3.6%,-7%,0.0
COc1ccnc(Oc2ccccc2)c1C(=O)N/C=N/OCc1ccccc1F,40,0.1%,i,1.1,3%,-4.1%,-16%,2.3%,-17%,-0.4
CN(Cc1c(F)cccc1Cl)C(=O)c1ccc(COc2ccccc2)cc1,44,0.0%,/,/,-1%,/,-10%,7.1%,-18%,3.7
O=C(N/N=C/c1ccncc1)c1ccccc1,41,1.2%,i,1.1,11%,3.1%,-12%,7.5%,-5%,1.9
Cc1cccc(C(=O)NCC(=O)OCC(=O)c2ccc(Cl)s2)c1,58,-0.1%,/,/,14%,/,-9%,-0.2%,-1%,0.3
C=CCOc1ccc(C(=O)Nc2ccccc2C(=O)N2CCCC2)cc1,74,0.0%,/,/,12%,/,-4%,-1.2%,-22%,-1.2

canonical_smiles,NTR1 ag cell count 20 µM,GPR55 beta-arrestin,Yfh1-depleted yeast,TNAP activators,HEK293 NOD2/NF-kB,CSM14.1 death rescue,KOR beta-arrestin-2,KOR beta-arrestin-1,NOD1 NF-kB reporter,NTR1 ag
Cc1ccc(CCC(=O)Nc2ccc(Cl)cc2)o1,51,-0.1%,/,/,2%,/,-11%[20 µM],-7.2%,8%,-1.8
O=C(O)c1ccc(N(c2ccccc2)c2ccccc2)cc1,59,-0.4%,i,1,-2%,-2.7%,-16%,3.2%,-10%,0.0
COc1cccc(/C=N/NC(=S)NCCc2ccccc2)c1,48,0.3%,/,/,25%,/,-30%,1.0%,-16%,11
COC(=O)c1ccc(CNC(=O)c2sccc2-c2ccccc2)cc1,54,-0.1%,/,/,34%,/,-55%,1.2%,25%,-0.6
COC(=O)c1sccc1NC(=O)c1cc(-c2cc(C)ccc2C)nc2ccccc12,55,0.2%,i,1,2%,0.7%,-19%,-1.7%,27%,6.0
O=S(=O)(c1ccc(-c2ccccn2)s1)N1CCC2(CC1)OCCO2,53,0.2%,i,/,12%,/,9%,2.4%,-6%,-0.3
Cc1ccccc1C(=O)N1CC(=O)Nc2ccc(F)cc2C1c1ccc(F)cc1 (stereo not drawn),78,-0.1%,/,/,7%,/,-15%,-1.6%,-8%,2.4
CN(C)c1ccc(CNC(=O)c2ccc(CNc3c(N4CCCCC4)c(=O)c3=O)cc2)cc1,55,0.6%,i,1.2,5%,-4.0%,-9%,2.0%,-2%,-3.9
CN1C(=O)/C(=C\C=C2/CCCN2C)N(C)C1=S,43,0.7%,i,0.7,-3%,0.7%,13%,-3.8%,-22%,0.4
CN1CCN(C(=O)NC2CCCCC2)CC1,92,-0.3%,i,1.1,-5%,-1.7%,23%,0.8%,-21%,-0.8
CC(c1cccnc1)N(C(=O)Nc1ccccc1)C1CCCCC1 (stereo not drawn),50,-0.1%,i,1.1,-12%,0.8%,15%,0.4%,-17%,2.4
Cc1cc(=O)oc2cc(NS(=O)(=O)c3ccc(F)cc3)ccc12,52,-0.2%,i,/,18%,/,0%,-3.8%,6%,1.7
CN(c1nc2ccccc2n2c(C3CC3)nnc12)S(=O)(=O)c1ccccc1,58,0.0%,i,/,1%,/,27%,-0.4%,-5%,-1.5
CC(=O)Nc1ccc(/C(C)=N/NS(=O)(=O)c2ccccc2)cc1,64,0.3%,i,1.1,11%,-0.9%,11%,-0.3%,0%,2.9
Cc1ccnc(NC(=S)N2CCN(c3cccc(C(F)(F)F)c3)CC2)c1,46,0.3%,/,/,49%,/,-11%,-1.0%,-16%,6.3
CC(NC(=O)c1ccc(C(C)(C)C)cc1)C(=O)O (stereo not drawn),61,0.3%,i,1.1,4%,-0.9%,15%,-6.7%,4%,5.3
COc1cccc(Cn2cnc3c(NS(=O)(=O)c4ccc(Cl)cc4Cl)c(C)c(C)cc32)c1,69,-0.2%,i,1.1,-6%,7.7%,-47%,-0.7%,-16%,6.5
COCCn1c(SCC(=O)Nc2nc(C)c(Cl)cc2Cl)nc2ccccc21,58,-0.2%,i,1,-10%,2.2%,13%,-3.6%,-24%,-0.5
COc1cc(OC)cc(C(=O)NNC(=O)CCc2ccccc2)c1,48,-0.3%,i,1.3,7%,-0.9%,2%[20 µM],-2.1%,-32%,0.2
Cc1ccc2nc(Cl)c(C3CC(c4ccco4)=NN3C(=O)CCCC(=O)O)cc2c1 (stereo not drawn),62,-0.3%,i,/,1%,/,13%,-1.2%,-6%,0.7
CS(=O)(=O)N1CCN(c2ccc(NC(=O)c3ccccc3)cc2)CC1,76,0.1%,i,1.1,-56%,1.7%,14%,-0.4%,-49%,0.4
CCOc1ccccc1N1CC(C(=O)Nc2nccs2)CC1=O (stereo not drawn),42,-0.2%,i,1,9%,-2.5%,-15%,13%,-10%,1.0
COc1ccc(N=C2C(=O)N3CCCc4cccc2c43)cc1,49,0.2%,i,1,-7%,-0.9%,20%,-0.4%,-43%,-0.9
Cc1ccc(C)c2[nH]c(=O)c(CCNC(=O)CC(C)(C)C)cc12,65,-0.1%,i,1.1,13%,/,34%,-3.2%,-12%,-1.4
O=C(Cc1cccc2ccccc12)Nc1ccccc1Br,60,0.2%,/,/,-2%,/,24%[20 µM],-2.7%,-44%,0.7

# Some of the entries so far, with two lines to a compound:
# Sequence of screens – NTR1 ag cell count 20 µM	GPR55 beta-arrestin	Yfh1-depleted yeast	TNAP activators	HEK293 NOD2/NF-kB	CSM14.1 death rescue	KOR beta-arrestin-2	KOR beta-arrestin-1	NOD1 NF-kB reporter	NTR1 ag
> O=S(=O)(c1ccc(-c2ccccn2)s1)N1CCC2(CC1)OCCO2
  53	0.2%	i	/	12%	/	9%	2.4%	-6%	-0.3
> Cc1ccccc1C(=O)N1CC(=O)Nc2ccc(F)cc2C1c1ccc(F)cc1 (stereo not drawn)
  78	-0.1%	/	/	7%	/	-15%	-1.6%	-8%	2.4

# New compounds follow:
canonical_smiles,NTR1 ag cell count 20 µM,GPR55 beta-arrestin,Yfh1-depleted yeast,TNAP activators,HEK293 NOD2/NF-kB,CSM14.1 death rescue,KOR beta-arrestin-2,KOR beta-arrestin-1,NOD1 NF-kB reporter,NTR1 ag
Cc1cc(NC(=O)Cc2ccc(Br)cc2)no1,62,0.3%,/,/,-2%,/,-26%[20 µM],2.2%,-3%,-0.2
OCCNCCOc1ccc(Cl)c(Cl)c1,79,-0.1%,i,1.1,-11%,-3.0%,-14%,-0.4%,5%,1.9
Clc1ccc(-c2csc(N3CCC(c4ccccc4)C3)n2)cc1 (stereo not drawn),53,-0.1%,i,1.1,-99%,-2.0%,13%,-1.2%,-71%,3.1
CN(Cc1cnn(C)c1)C(=O)C1CCCCC1C(=O)O (stereo not drawn),50,-0.1%,/,1.1,7%,-2.2%,-4%,0.2%,-42%,-1.2
CCn1c(SCC(=O)N2CCCc3ccccc32)nc2ccccc2c1=O,89,-0.1%,i,1.2,15%,0.2%,-5%,/,-38%,1.3
CC(C)NC(=S)N/N=C/c1c[nH]c2ccccc12,59,-0.3%,i,1.3,-19%,-0.9%,-4%,6.1%,-27%,14
O=C(c1ccccc1F)N1CCC(N2CCCCCC2)CC1,84,0.0%,i,1.1,-11%,2.0%,25%,-7.1%,-18%,1.4
Cn1nnnc1SCC(=O)NC(=O)Cc1ccccc1,67,0.0%,i,1.1,9%,-1.4%,8%,-2.2%,-4%,0.3
CC(C)CNC(=O)C(=O)NN=C1CCCCCC1,59,0.2%,i,1,-11%,-1.2%,11%,-1.2%,-42%,1.4
O=C(NCC1CCCO1)/C(=C\c1ccccc1F)NC(=O)c1ccccc1 (stereo not drawn),65,-0.1%,/,/,-12%,/,-35%,1.8%,-32%,-1.6
Cc1cccc(C)c1-n1c(C)cc(/C=N/NC(N)=S)c1C,38,-0.1%,i,1,-51%,-0.8%,-19%,-6.8%,-17%,6.9

# Only part of the results is shown. The share of hits here may be higher or lower than overall.
